# Assay outcomes (PubChem BioAssay)
# 14-3-3 Bad inh: inhibitors of 14-3-3 zeta/Bad binding, primary screen, biochemical, TR-FRET, bovine 14-3-3 zeta. 14-3-3 protein zeta/delta (Bos taurus), P63103. TR-FRET 14-3-3zeta/Dy647-pBad peptide displacement, 1 h. inhibition, % at 21.7 µM. hit rate 0.71% among 220,000;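 active means inhibition above about 70%, limit read from the data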;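 further: 0% = full 14-3-3 plus peptide FRET controls and 100% = background without 14-3-3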
# Target sequence (P63103 whole entry, looked up): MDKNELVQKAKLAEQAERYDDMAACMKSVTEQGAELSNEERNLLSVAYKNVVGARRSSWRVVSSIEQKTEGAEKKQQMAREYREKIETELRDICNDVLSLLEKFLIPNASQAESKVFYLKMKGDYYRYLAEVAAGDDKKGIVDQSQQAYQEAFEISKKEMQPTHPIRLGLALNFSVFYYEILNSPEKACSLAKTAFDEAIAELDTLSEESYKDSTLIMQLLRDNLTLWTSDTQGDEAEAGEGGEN
# EP2 antag: human EP2 receptor antagonists, primary screen, TR-FRET cAMP, C6 glioma cells | Prostaglandin E2 receptor EP2 subtype (Homo sapiens), P43116 | C6 glioma cells expressing human EP2; cells stimulated with saturating PGE2 | inhibition, % at 25 µM | hit rate 0.52% among 260,000;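 active means percent inhibition above 40 after rounding to a whole number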;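 further: rat C6 glioma host cells with rolipram phosphodiesterase inhibitor present; the protocol text gives 20 µM as final concentration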
# L929 necroptosis: inhibitors of zVAD-triggered necroptosis, primary screen, L929 cells; viability rescue, % at 10 µM; AID 1377, 2008; hit rate 0.38% among 220,000; L929 zVAD necroptosis rescue, ATP luminescence, 24 h; with zVAD 60 µM;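 active means activation, scaled between plate controls, above about 75%, limit read from the data; inactive means activation under that limit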;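 further: 0% = zVAD with DMSO and 100% = DMSO alone without zVAD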
# Tb hexokinase: Trypanosoma brucei hexokinase 1 inhibitors, primary screen, biochemical, G6PDH-coupled NADH absorbance, MLSCN library; hit rate 0.11% among 220,000; inhibition, % at 10 µM; hexokinase 1 [Trypanosoma brucei]; recombinant TbHK1, G6PDH-coupled NADH A340;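 active means inhibition of 50% or more in the single-dose primary screen; inactive means inhibition below 50%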
# EP2 modulator: EP2 receptor modulators, cAMP readout, primary screen, cell-based, HTRF cAMP, PGE2 stimulation | Prostaglandin E2 receptor EP2 subtype (Homo sapiens), P43116 | EP2-expressing cells, cAMP HTRF FRET, PGE2 co-stimulation | induction, % at 25 µM | hit rate 0.83% among 260,000 | AID 940, 2007;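 active means compounds whose cAMP rise, as percent of the full-agonist control response, exceeds 60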;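 further: rat C6 glioma line stably carrying human EP2 under a CMV promoter; the protocol text gives 20 µM as final concentration; 100% = response of wells given 1 µM PGE2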
# eIF4E-4G inh: eIF4E–eIF4G protein interaction inhibitors, primary screen, biochemical, uHTS, TR-FRET, eIF4GI fragment | inhibition, % at 21.7 µM | AID 782, 2007 | Eukaryotic translation initiation factor 4E (Mus musculus) + Eukaryotic translation … | hit rate 0.37% among 220,000 | TR-FRET eIF4E-eIF4GI(517-606) binding, 2 h;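 active means inhibition above about 30%, limit read from the data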;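 further: 0% = full FRET control wells and 100% = background wells lacking eIF4GI fragment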
# Rad51 HR inh: human RAD51 strand exchange inhibitors, primary screen, biochemical, fluorescence; DNA repair protein RAD51 homolog 1 (Homo sapiens), Q06609; hRad51 DNA strand exchange, fluorescence dequenching; inhibition, % at 10 µM; hit rate 0.085% among 200,000; AID 1385, 2008;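 active means inhibition above 40% at the single screening dose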;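 further: 0% = DMSO control wells and 100% = blanks with heterologous ssDNA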
# Target sequence (Q06609 whole entry, looked up): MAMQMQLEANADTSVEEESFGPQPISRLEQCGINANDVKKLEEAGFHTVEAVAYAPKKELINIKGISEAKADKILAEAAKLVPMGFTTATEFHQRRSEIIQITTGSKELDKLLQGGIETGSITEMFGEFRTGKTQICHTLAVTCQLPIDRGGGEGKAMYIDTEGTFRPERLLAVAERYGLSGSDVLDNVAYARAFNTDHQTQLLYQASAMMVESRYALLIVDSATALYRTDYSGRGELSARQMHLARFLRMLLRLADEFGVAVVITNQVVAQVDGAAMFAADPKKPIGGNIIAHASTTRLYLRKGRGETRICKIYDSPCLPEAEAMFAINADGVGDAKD
#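 Material: Human Rad51 nucleoprotein filaments preassembled on unlabelled ssDNA | Also added: Labelled 47-mer dsDNA for strand exchange | Dosing: Single dose, 10 µM final compound | Schedule: 30-min compound preincubation and 15-min exchange, both room temperature | Technique: Fluorescence dequenching at 485/520 nm | Measure: Percent inhibition relative to plate controls and blanks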
# Calpain2 inh: inhibitors of pig calpain II, primary screen, biochemical, fluorogenic peptide substrate, 1536-well; purified calpain II, 30 min; inhibition, % at 16 µM; hit rate 0.37% among 220,000; AID 1236, 2008;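 active means inhibition above about 50%, limit read from the data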
# Hck-Nef inh: inhibitors of Nef-activated human Hck kinase, primary screen, biochemical, Z-Lyte FRET, 384-well, Hck-YEEI | Tyrosine-protein kinase HCK (Homo sapiens), P08631 | Recombinant Hck-YEEI plus Nef, Z-Lyte FRET kinase assay | inhibition, % at 20 µM | hit rate 0.68% among 220,000 | AID 463187, 2010;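 active means Hck-Nef kinase inhibition above about 50%, limit read from the data; inactive means inhibition below that limit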;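 further: 0% = DMSO with Hck plus Nef and 100% = Hck alone without Nef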
# Target sequence (P08631 whole entry, looked up): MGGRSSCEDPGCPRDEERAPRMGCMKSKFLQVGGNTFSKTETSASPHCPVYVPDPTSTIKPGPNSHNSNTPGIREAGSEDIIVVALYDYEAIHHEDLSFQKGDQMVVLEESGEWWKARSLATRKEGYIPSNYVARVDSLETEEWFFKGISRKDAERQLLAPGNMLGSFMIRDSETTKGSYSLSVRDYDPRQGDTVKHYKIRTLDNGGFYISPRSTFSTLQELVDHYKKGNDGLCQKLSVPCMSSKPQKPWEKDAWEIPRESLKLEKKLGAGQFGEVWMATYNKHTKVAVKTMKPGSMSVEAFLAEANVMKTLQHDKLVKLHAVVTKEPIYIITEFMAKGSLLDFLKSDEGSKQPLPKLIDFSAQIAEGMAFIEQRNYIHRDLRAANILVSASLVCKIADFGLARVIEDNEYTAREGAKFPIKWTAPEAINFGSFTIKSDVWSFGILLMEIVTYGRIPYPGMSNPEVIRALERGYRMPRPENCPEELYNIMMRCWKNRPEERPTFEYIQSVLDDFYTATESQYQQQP
# Starred values were filed as active, the others as inactive; / = no result given; & = joins results of further samples; [ ] = another dose, or the depositor's remark. Some of the compounds tested; the hit share may differ from the screen's.
# The line under a structure holds: Rad51 HR inh	Tb hexokinase	L929 necroptosis	eIF4E-4G inh	Hck-Nef inh	14-3-3 Bad inh	EP2 antag	Calpain2 inh	EP2 modulator
1. OCC1CCCN(C(=S)Nc2ccc(Nc3ccccc3)cc2)C1 (stereo not given)
    -4	1	13	-2	24	-12	7	24	-52
2. COCCCNCCOc1ccc(C)cc1[N+](=O)[O-]
    -2	12	-0.4	4[fluorescence artefact?]	6	-3	5	-6	4
3. COc1ccc(C2c3c(-c4cc(Cl)c(C)cc4O)n[nH]c3C(=O)N2Cc2cccnc2)cc1OC (stereo not given)
    0	1	-0.4	/	5	/	0	-138	27
4. c1ccc(N(c2ccccc2)c2nc(-n3ccnc3)nc(-n3ccnc3)n2)cc1
    1	36	0.3	10	4	-6	67*	-34	-46
5. c1ccn2cc(CSc3nnc4ccccn34)nc2c1
    -7	2	-0.1	2	0	2	15	-27	18
6. COC(=O)Nc1ccc(C)cc1NC(=O)OC
    -2	0	-0.2	-3[fluorescence artefact?]	-1	-3	9	-47	-19
7. COc1ccc(CN=C2NN=C(c3ccc(Cl)cc3)CS2)cc1
    -11	-8	25	-4	16	0	11	6	-30
8. O=C1C=C(c2ccc(Cl)cc2)C(=O)N1Nc1ccccc1
    -10	-2	0.5	7	1	13	134*	-4	-24
9. CC(C)(C)c1ccc(OCC(=O)NCc2ccco2)c(Br)c1
    -3	15	0.5	3	2	1	11	-102	26
10. CNc1ccc(Br)cc(C(=O)/C=C/c2cccc(OC)c2)c1=O
    2	-19	-0.8	-2[fluorescence artefact?]	8	26[fluorescence artefact?]	7	-62	-52
11. CN(C)S(=O)(=O)c1cccc(NC(=O)COC(=O)c2ccc(Br)o2)c1
    3	8	-0.2	6	1	4	11	27	-3
12. CCc1ccc(/C=C2\SC(=S)N(CCCC(=O)Nc3ccccn3)C2=O)cc1
    -4	-14	0.3	-1	0	10	5	10	44
13. COc1cc(OC)cc(C(=O)NCC(=O)OCC(=O)N2CCc3ccccc32)c1
    8	-2	0.2	0	19	-7	8	-11	0
14. CCOC(=O)C1=C(N)OC2=C(C(=O)CC(C)(C)C2)C1c1ccccc1OC (stereo not given)
    26	0	-0.2	-1	2	-17	3	-4	54
15. COc1ccc(OC)c(/C=N/NC(=O)c2csc3ccccc23)c1
    -7	-6	0.3	-4	0	4	10	-57	-38
16. O=C(CN1CCOc2ccccc21)NC1CCCCCCC1
    -7	-9	-0.5	/	2	/	6	/	/
17. Cc1c(C(=O)N2CCCCC2)sc(NC(=O)C2CC2)c1C#N
    2	-7	0.5	1	1	5	16&5	20	-9&5
18. Cn1c(SCC(=O)N2CCOCC2)nnc1-c1cnccn1
    -2	-3	-0.2	-9	0	46	5	-27	21
19. O=C1N(CN2C(=O)C3(OCCO3)c3ccccc32)c2ccccc2C12OCCO2
    -10	1	0.5	7[fluorescence artefact?]	3	1[fluorescence artefact?]	8	7	10
20. O=C(/C=C/c1ccccc1[N+](=O)[O-])c1ccccc1Br
    -139	-2	-1.1	6	27	-5	7	-8	24
21. CCOc1ccc(-n2cc(C(=O)NC(C)C)c3cc(OC)c(OC)cc3c2=O)cc1
    -1	-16	0.1	-7	0	-4	8	10	-3
22. COC(=O)COc1ccc2oc(=O)cc(C)c2c1
    11	-6	0.1	-6	1	5	10	-73	22
23. O=C(COC(=O)c1ccccc1Cc1ccccc1)Nc1ccc(SC(F)F)cc1
    18	37	1.2	2	-2	0	11	37	9
24. CC1(C)NC(=O)N(CC(O)CN2CCOCC2)C1=O (stereo not given)
    -3	3	0.1	/	-1	/	6	-16	6
25. CCOC(=O)C(C)Oc1cccc2c(=O)n(CC(=O)NCc3ccc4c(c3)OCO4)ccc12 (stereo not given)
    0	-15	-0.8	0	3	3	12	0	0
26. COc1ccccc1CNC(=O)c1ccc(C)s1
    /	-6	0.1	1	9	1	2	-17	-16
27. Cc1ccc2c(c1)nnn2C1CCN(CC(=O)NCCc2ccccc2)CC1
    -8	4	-0.1	-8	3	-3	4&9	2	-27&-50
28. CC(=O)N1CCc2cc(Br)cc(S(=O)(=O)NCc3ccccn3)c21
    1	5	1.4	-2	0	10	11	0	16
29. CCc1nnc(NC(=O)Cn2ccc(C(F)(F)F)n2)s1
    3	2	-0.2	-13	1	-4[fluorescence artefact?]	7	-31	24
30. NS(=O)(=O)c1ccc(NC(=O)/C=C/c2ccco2)cc1
    -4	-45	0.6	2	16	2	11&8	-8	-29&-14
31. CC(C)C(C(=O)Nc1ncn[nH]1)N1C(=O)c2ccccc2C1=O (stereo not given)
    -5	3	-0.1	-4	1	0	14	23	18
32. O=C(/C=C/c1ccc([N+](=O)[O-])cc1)Nc1cccnc1
    4	-35	-0.4	8[fluorescence artefact?]	-1	8[fluorescence artefact?]	11	31	-27
33. CC(C)CC(=O)NC(=S)Nc1cc(C(=O)O)ccc1Cl
    8	-8	1.4	1[fluorescence artefact?]	1	-5	10	-5	6
34. COc1ccc2c(C=Nc3c(C)n(C)n(-c4ccccc4)c3=O)c(O)n(Cc3ccco3)c(=O)c2c1
    3	-11&-12	0.0&-0.1	-9&-4	1&0	6&-8	0	-125&-85	7&3
35. O=S(=O)(c1ccccc1)N1CCC(O)(CSc2ccc(F)cc2)CC1
    7	3	0.6	3	21	-8	2	-2	-50
36. O=C1NC(=O)/C(=C\c2ccsc2)N1
    9	-29	3.0	0	26	-3	4	-2	-13
37. CC1CCN(CCC(=O)Nc2ccccc2)CC1
    1	-8	-0.6	-2	17	-6	12&3	2	-1&-23
38. CCOC(=O)C1CCN(C(=O)CCc2nc3ccccc3[nH]2)CC1
    -8	0	0.9	-3[fluorescence artefact?]	-8	-10	8	-12	3
39. CCCc1nc2c(sc3nc4c(cc32)COC(C)(C)C4)c(=O)n1Cc1ccco1
    0	-5	-0.2	0	0	-22	/	-14	14
40. O=c1nc(-c2ccccc2)n(-c2ccccc2)c2ncccc12
    1	2	1.6	-3	0	0	8	17	-25
41. CCC1CSC(Nc2ccc(C(=O)/C=C/c3ccc(Oc4ccccc4)cc3)cc2)=N1 (stereo not given)
    7	-5	0.1	14	2	2	6	-10	-13
42. CN1C(=O)Cc2cc(S(=O)(=O)N3CCOCC3)ccc21
    3	23	0.6	-12	0	11	10&5	-9	30&-7
43. Cc1ccc2nc(NCC(N)=O)nc(-c3ccccc3)c2c1
    13	-19	-0.5	4	-17	-2	8	-337	15
44. CC(C(=O)OCC(=O)c1ccccc1)N1C(=O)C2C3CCC(C3)C2C1=O (stereo not given)
    16	-5	1.9	-2	-7	-1	2	1	9
45. COc1ccc2c(CC(=O)Nc3ccc(OC)c(NS(=O)(=O)c4ccc(F)cc4)c3)coc2c1
    4	5	1.2	3	-2	0	5	-54	0
46. CCOc1cc(CNc2ccc(N3CCOCC3)cc2)cc(Br)c1OCC
    /	1	/	1	5	-3	7	-11	25
47. CC(C)(C)c1ccc(-c2n[nH]c(=S)n2CCCN2CCOCC2)cc1
    20	-4	1.7	-1	8	-8	10	-22	12
48. CC(C)(CO)NCC#Cc1ccccc1
    /	4	-0.3	-4	-1	-7	6	-4	27
49. CC(=O)c1sc(-c2ccc(Cl)cc2)cc1N
    8	-9	0.0	6	-2	-7	6	-25	-24
50. CCc1nnc(NC(=O)CSc2nnc(-c3c[nH]c4ccccc34)n2CCOC)s1
    -5	-8	0.0	3	0	-1	6	5	-17

# (further entries)
# The line under a structure holds: Rad51 HR inh	Tb hexokinase	L929 necroptosis	eIF4E-4G inh	Hck-Nef inh	14-3-3 Bad inh	EP2 antag	Calpain2 inh	EP2 modulator
51. Cc1ccc(C(=O)NC(C)c2nc3ccccc3n2CC(=O)Nc2c(C)cc(C)cc2C)cc1 (stereo not given)
    6	-14	-0.4	9	57*	25	7	-70	6
52. O=C(CCCN1C(=O)/C(=C/c2ccco2)SC1=S)Nc1ccccc1C(=O)O
    -6	7	1.1	3	37	17	16	3	-36
53. CCOC(=O)C1CCN(CCC(=O)Nc2ccc(C)c(C)c2)CC1
    15	0	-0.3	3	13	-13	7	-24	0
54. CC(C)c1ccc(-c2cc(C(=O)NN3CCN(C)CC3)c3ccccc3n2)cc1
    -25	-14	0.9	19	5	7	4	-28	-40
55. CCOc1ccccc1NC(=O)CN(c1ccc(C)cc1)S(=O)(=O)c1c(C)n[nH]c1C
    -6	2	0.0	-5	0	-5	27	8	49
56. Cc1cc(Nc2ccc3c(c2)OCCO3)n2nc(C)nc2n1
    -7	-4	1.1	-1[fluorescence artefact?]	0	3[fluorescence artefact?]	8	-10	-2
57. O=C(Nc1ccccc1N1CCOCC1)C1CCN(S(=O)(=O)c2ccc(F)cc2)CC1
    -1	37	0.5	0	2	-22	9	-5	-3
58. CCCS(=O)(=O)c1c(S(=O)(=O)CCC)c2c(C(N)=O)cccn2c1C(=O)c1ccc(F)cc1
    11	-11	0.9	2	7	-20	7	-2	22
59. COc1ccc(OC)c(N(CC(=O)Nc2ccccc2)S(C)(=O)=O)c1
    -7	3	0.3	4	-1	-8	12	20	8
60. CC(=O)NS(=O)(=O)c1ccc(NC(=O)CSc2ccccc2)cc1
    /	0	0.0	3	1	-2	6	20	9
61. CCS(=O)(=O)n1nc(-c2ccco2)nc1N
    3	-3	-0.3	-3	18	-4	5	2	17
62. O=C(CO/N=C/c1cccc([N+](=O)[O-])c1)NC1CCCCCC1
    /	1	/	-1	-4	-1[fluorescence artefact?]	5	-4	-33
63. COc1ccc(CNc2nc3ccccc3n2Cc2ccc(Cl)cc2)cc1OC
    4	-5	0.8	7	2	19[fluorescence artefact?]	10	3	7
64. CC(=O)N(CCc1ccccc1C)Cc1cc2cc3c(cc2[nH]c1=O)OCO3
    -2	-21	-0.1	0	-1	10	13&8	-302	-28&-31
65. CC(Oc1ccc(Cl)cc1)/C(N)=N/O (stereo not given)
    3	-2	2.0	-3	23	-4	2	11	5
66. CC1CN(C(=O)N2c3ccccc3Sc3ccccc32)C(C)CC1=O (stereo not given)
    -19	-2	-0.5	1	-2	-1	8	10	34
67. COc1ccc(CC(=O)NC(C)c2nnc(SCC(=O)Nc3ccccc3F)n2C)cc1 (stereo not given)
    18	4	-0.2	0	-25	16	3	22	-21
68. COC(=O)c1cccc(OCC(O)Cn2cnc3cc(C)c(C)cc32)c1 (stereo not given)
    -6	-13	0.1	16	0	-14	13	-7	13
69. COc1nccnc1NS(=O)(=O)c1ccc(NC(=S)NC(=O)/C=C/c2ccc(F)cc2)cc1
    /	-4	0.7	1	3	-3	66*	-10	-64
70. O=C(CN1CCOCC1)Nc1cccc(Cl)c1Cl
    1	4	1.4	11	2	4	5	-11	20
71. CCN1CCCC1CNC(=O)c1csc2c1CCCC2 (stereo not given)
    -9	1	-0.3	-14	-1	-12	11	-12	9
72. O=C(Nc1nnc(-c2cccs2)o1)c1cccc(Oc2ccccc2)c1
    -4	6	0.2	0	3	2	7	-57	-9
73. CC(=O)Nc1ccc(OCCC[n+]2ccccc2)cc1
    2	-4	10	4	16	-8	13&8	-25	4&38
